Shn3 3UTR inh: reduction of Shn3 3'UTR firefly luciferase signal, primary screen, Schnurri-3 inhibitor project, cell-based, Clone20 osteoblasts, set 2. 360,000 tested, 0.52% active. inhibition, % at 12.5 µM. AID 588674, 2011. Clone20 osteoblast Shn3 3'UTR firefly luciferase, 24 h;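 active = mean inhibition of at least 75% with every replicate also reaching 75%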;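 note: 0% = median of neutral control wells and 100% = pilot-screen positive control compound; some compounds past the cut are filed as inactive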
hiPSC survival: enhancers of single-cell hiPSC survival, primary screen, ATPlite luminescence; 100% = ROCK inhibitor wells, 0% = DMSO; survival enhancement, % at 20 µM; 360,000 tested, 0.044% active; AID 602274, 2012; in the data active = survival enhancement above about 18%;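 note: cells exposed to compounds for 16 hours before the ATP read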
NR2E3 ag-1: NR2E3 agonists in two-hybrid cells, primary screen, cell-based, luminescence, CHO-S, Gal4-NCOR/VP16-NR2E3; Photoreceptor-specific nuclear receptor (Homo sapiens), Q9Y5X4; luciferase; inhibition of corepressor binding, % at 3.98 µM; 360,000 tested, 0.35% active; AID 602229, 2012;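 active = inhibition above the mean of all tested compounds plus 3 SD, cut at about 70% in these data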;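 note: 0% = DMSO with NR2E3 transfected cells and 100% = cells lacking NR2E3 construct; higher means lower luciferase signal from less NR2E3 corepressor binding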
Target sequence (Q9Y5X4 whole entry, looked up, the tested form may be a part): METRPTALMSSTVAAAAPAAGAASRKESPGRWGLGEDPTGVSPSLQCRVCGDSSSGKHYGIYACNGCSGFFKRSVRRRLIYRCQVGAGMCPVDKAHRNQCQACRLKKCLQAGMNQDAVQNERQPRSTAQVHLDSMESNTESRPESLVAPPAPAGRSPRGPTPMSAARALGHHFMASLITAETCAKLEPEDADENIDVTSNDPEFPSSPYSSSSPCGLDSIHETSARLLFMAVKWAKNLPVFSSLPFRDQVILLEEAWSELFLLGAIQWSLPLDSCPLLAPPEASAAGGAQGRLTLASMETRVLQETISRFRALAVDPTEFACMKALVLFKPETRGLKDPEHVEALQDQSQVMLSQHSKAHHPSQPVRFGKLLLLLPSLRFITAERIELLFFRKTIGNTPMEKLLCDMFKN
TRPM1 prom inh: inhibitors of MITF-dependent TRPM1 promoter reporter, primary screen, cell-based, SK-MEL-5, single point, luciferase; SK-MEL-5 TRPM1 promoter luciferase, 24 h; inhibition, % at 12.5 µM; 330,000 tested, 0.83% active;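 active = mean inhibition across replicates of 60% or more, whatever share of single replicates reaches that level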; note: values of inactives mirror those of a sister screen read the other way
NR2E3 ag-2: inhibitors of NR2E3-RetCOR corepressor binding, primary screen, NR2E3 agonist project, biochemical, TR-FRET, GST-NR2E3, biotin-RetCOR | inhibition of corepressor binding, % at 4.78 µM | Photoreceptor-specific nuclear receptor (Homo sapiens), Q9Y5X4 | 1536-well | 320,000 tested, 0.12% active | AID 2300, 2010;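 active = percent inhibition above the cutoff of mean plus 3 SD of all tested compounds, set per screening campaign, cut at about 20% in these data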;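 note: 0% = DMSO wells and 100% = biotin wells as full block of FRET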
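Material: NR2E3–RetCOR corepressor complex | Quantity: 1.35 nM GST-tagged NR2E3 final | Schedule: 5 h at 4 °C | Replication: Singlicate compound wells | Reagent: RetCOR corepressor, biotinylated, 7 nM | Controls: Biotin wells as high control, 0.6% DMSO wells as low control | Signal: TR-FRET, Eu(K)-anti-GST donor, streptavidin-D2 acceptor, ex 340, em 617/671 nm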
CF NFkB block: inhibitors of PAF-induced NF-kB signaling, primary screen, cell-based, GFP fluorescence, uHTS | AID 588850, 2011 | inhibition, % at 5 µM | KKLEB NF-kB-GFP reporter, GFP fluorescence overnight | 360,000 tested, 0.86% active;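 active = at least 50% inhibition at 5 µM, scaled per plate between neutral and stimulator controls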;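 note: PAF is a Pseudomonas aeruginosa culture filtrate used as stimulus; plate controls were PAF-stimulated DMSO wells for no effect and unstimulated DMSO wells for full effect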
Peg3 promoter: Peg3 promoter-driven luciferase inhibitors, primary screen, cell-based, HeLa, luciferase luminescence. HeLa PEG-Prom luciferase reporter, overnight. inhibition, % at 20 µM. 360,000 tested, 1.7% active. AID 588405, 2011;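 active = inhibition of at least 50% at 20 µM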
C8 TRAIL sens: viability loss with TRAIL in NB7+C8 cells, primary screen, TRAIL sensitizer project, cell-based, ATPlite luminescence. inhibition (viability loss, TRAIL sensitization), % at 10 µM. 360,000 tested, 1% active. AID 624354, 2012;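 active = compounds causing at least 50% loss of cell viability in the single-dose screen, relative to plate controls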
KKLEB cytotox: cytotoxicity in KKLEB CF airway cells, primary screen, cytotoxicity control for CF NF-kB inhibitor project, cell-based, uHTS, fluorescence assay plates; KKLEB CF airway cells viability, ATPlite luminescence, overnight; stronger effect = lower value; cells stimulated with P. aeruginosa culture filtrate; activity change (cytotoxicity), % at 5 µM; 360,000 tested, 0.36% active; AID 602141, 2011;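 active = corrected activity change at or below -50% at 5 µM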
HIF-2a inh: HIF-2a reporter inhibitors, primary screen, luminescence, 786-0 RCC cells; 360,000 tested, 0.72% active; inhibition, % at 18.8 µM; 786-0 RCC cells HIF-2a reporter, luciferase luminescence, overnight;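 active = inhibition of the luminescence signal of 40% or more relative to plate controls, in a single-dose primary screen at 18.75 µM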
EBV LMP1 NFkB: EBV LMP1-driven NF-kappaB luciferase reporter inhibitors, primary screen, cell-based, luminescence, single point; 350,000 tested, 0.69% active; LMP1-induced NF-kappaB luciferase reporter cells; inhibition, % at 12.5 µM; in the data active = inhibition above about 41%;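 note: 0% = neutral control wells and 100% = reference inhibitor control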
An asterisk follows results filed as active; nt = not tested or not shown. This is a subset; rates above refer to the full screens.

SMILES	Shn3 3UTR inh	hiPSC survival	NR2E3 ag-1	TRPM1 prom inh	NR2E3 ag-2	CF NFkB block	Peg3 promoter	C8 TRAIL sens	KKLEB cytotox	HIF-2a inh	EBV LMP1 NFkB
CCOc1ccccc1N1CC(C(=O)Nc2ccccc2N2CCOCC2)CC1=O (centres undefined)	-10	7.7	-18	3	3	-5	6	-10	-1	3	-1
Cn1c(Cc2ccccc2)nnc1SCC(=O)NC1CC1	7	0.4	-29	0	2	-8	-267	-9	6	13	1
CCC(=O)Oc1ccc(C(=O)Nc2ccc([N+](=O)[O-])cc2)cc1	-42	0.6	-107	-68	4	-5	-248	10	7	-248	-31
NC(=O)CC(NC(=O)Cc1cccc2ccccc12)c1ccc(NCCc2cccc(F)c2)c([N+](=O)[O-])c1 (centres undefined)	34	-1.2	7	8	5	-5	26	0	4	9	-3
Cc1ccc(S(=O)(=O)N2CCC(C(=O)OCCOc3ccccc3)CC2)cc1C	-8	2.6	-14	-12	3	-20	-9	6	11	11	-4
CCc1nc2ccc(C(=O)N3CCN(C(C)=O)CC3)cn2c1N(CCC(C)C)CCN(C)C	-28	0.8	-6	nt	nt	7	-8	-5	-3	6	nt
O=C(NCCCCc1ccccc1)c1cccc(Br)c1	4	-0.5	-13	-9	2	-1	-31	13	0	-66	8
COCCOC(=O)c1c(C)oc2ccc(NS(=O)(=O)c3ccc(F)cc3)cc12	6	0.2	-18	-2	9	23	12	-9	-6	-2	18
CC(=O)c1c(C)[nH]c(C(=O)OCC(=O)N2CCc3ccccc32)c1C	-39	0.4	-30	-50	3	-16	-99	8	4	-146	-20
Nc1nonc1-n1nnc(C(=O)N/N=C/c2ccccn2)c1-c1ccccc1	4	-0.2	-10	3	nt	-10	11	10	2	14	-6
COC(C/C=C\C(=O)[C@H](C)OCc1ccccc1)OC	-6	-3.5	-14	-1	0	25	1	-6	-1	6	-4
COc1ccc(C(=O)COC(=O)c2cccc(-n3cnnn3)c2)c(OC)c1	-75	-0.5	-103	-84	1	-25	-396	-10	8	-210	-29
Cc1noc(C)c1NC(=O)N(C)C[C@H]1OCCCC[C@@H](C)Oc2ccc(NS(=O)(=O)c3ccccc3)cc2C(=O)N([C@H](C)CO)C[C@@H]1C	-7	-0.1	-16	nt	nt	5	4	-9	-7	6	-5
CCN(CCCNC(=O)CCNC(=O)Cn1cnc2ccccc2c1=O)c1ccccc1	2	2.2	-2	5	-1	4	4	-11	4	-4	-3
N#Cc1cc([N+](=O)[O-])ccc1NC(=O)CSc1n[nH]c(=O)[nH]c1=O	0	-1.7	-7	7	nt	-11	14	-12	15	18	1
CCOc1cc(C)ccc1OCc1nnc(SCC(=O)c2cccc([N+](=O)[O-])c2)n1CC	10	-0.9	10	11	3	6	22	-5	-9	11	1
CC(=O)c1sc(N/N=C2\CC3CCC2(C)C3(C)C)nc1C (centres undefined)	9	-1.3	-55	-1	-2	22	-6	0	-5	-26	-3
Cc1ccc(Cl)cc1-c1cc(C(=O)NCc2ccccc2)[nH]n1	-10	2.4	-7	nt	nt	0	5	3	3	-4	nt
CN(c1ccccc1)c1nc(N)c([N+](=O)[O-])c(Nc2ccccc2F)n1	10	-0.5	-18	-14	0	14	9	3	-10	-48	-5
Cc1ccc(C(=O)NCCSc2snnc2C)cc1	-9	3.2	-49	-40	2	-9	-62	13	1	-112	-26
O=C(N/N=C/c1cccnc1)c1ccccc1NS(=O)(=O)c1cccs1	1	0.0	-38	-2	2	-7	-3	1	8	9	2
O=C(Nc1ccccc1C(F)(F)F)c1cc2ncc(CCCl)cn2n1	-7	-0.6	-54	-7	3	6	-106	-1	5	-132	11
COc1ccccc1N1CCN(CC(O)COc2ccc3c(c2)OCO3)CC1 (centres undefined)	8	-0.8	-36	-4	2	3	10	1	-10	9	7
O=S(=O)(Nn1cnnc1)c1ccccc1	-24	-4.8	7	2	-1	-12	-14	1	4	10	-2
O=C(CSc1nnc(-c2ccco2)c(-c2ccco2)n1)c1ccccc1	17	2.2	-34	15	1	-8	-9	-2	3	-21	2
Cc1cc(=O)oc2c(CN3CCN(C)CC3)c(O)c(Cl)cc12	-9	-1.8	-22	10	2	8	15	-7	3	-3	-1
Cc1ccc(NC(=O)c2ccc(NS(=O)(=O)/C=C/c3ccccc3)cc2)nc1	9	0.5	7	6	-1	-4	5	4	-4	7	2
O=C(NC1CCCC1)c1cccc(S(=O)(=O)Nc2ccccc2F)c1	-1	0.3	-4	-1	4	6	7	9	15	4	9
CC(=O)N1CCc2cc(S(=O)(=O)NC3CCCCC3)ccc21	20	-0.6	-14	9	4	10	-2	-18	-4	6	-6
S=c1[nH]nc(COc2ccccc2)n1/N=C/c1ccc(Cl)cc1	6	0.8	3	-11	nt	15	8	-17	-1	17	nt
CCOC(=O)c1cc(C(=O)OCC)c(=O)[nH]c1SCc1ccccc1	1	0.0	-2	8	1	12	-76	7	-4	20	-3
CC1(C)CC(=O)C2=C(C1)Oc1ncn(CCCO)c(=N)c1C2c1ccccc1 (centres undefined)	-19	5.8	12	-1	6	0	-2	-5	-4	13	-6
CCOC(=O)C1=C(C)N=C2SCCC(=O)N2C1c1ccc(C(=O)OC)cc1 (centres undefined)	6	-1.2	-37	-2	-4	11	8	1	-10	9	2
CC(C)Cc1nnc(NC(=O)CN2C(=O)NC3(CCCCC3)C2=O)s1	18	-0.2	-10	-2	4	4	5	-3	9	11	-6
O=C1N[C@@H](Cc2ccccc2)C(=O)N2[C@H]1C[C@]1([C@]34C[C@H]5C(=O)N[C@@H](Cc6ccccc6)C(=O)N5[C@H]3N(S(=O)(=O)c3ccccc3)c3ccccc34)c3ccccc3N(S(=O)(=O)c3ccccc3)[C@H]21	-5	0.5	-2	-11	1	20	-3	-1	-8	7	4
CCS(=O)(=O)N1CCC(C(=O)NCCCN2CCN(c3ccccc3F)CC2)CC1	-5	1.4	-9	2	1	-2	18	-4	10	9	-4
CC(Sc1nccn1C)C(=O)Nc1ccc(Cl)cn1 (centres undefined)	-8	0.1	-8	-8	3	-11	-8	8	-1	-44	-4
O=C(O)Cn1c(SCCOc2ccc(Cl)cc2)nc2ccccc21	-8	0.1	24	3	nt	-2	-2	13	-6	11	13
O=C(Nc1nccs1)c1ccc(-c2ccc(F)c(Cl)c2)o1	-62	-0.4	-73	-114	0	-89	-186	13	5	-238	-32
Cc1ccc2nc(-c3ccccc3)cc(C(=O)O)c2c1	-13	-1.8	-22	4	-4	-12	-14	4	2	-16	-3
CC(C)Oc1ccc(OCCn2c(=S)[nH]c3c(N)ncnc32)cc1	2	-0.4	-5	3	3	-1	-3	2	1	-6	4
COC(=O)c1cc(S(=O)(=O)NCc2cccc(Br)c2)c[nH]1	18	0.4	1	2	0	8	14	-8	4	10	0
C/C=C/C(=O)OCC(=O)Nc1cccc(S(=O)(=O)NC2=NCCCCC2)c1	-2	0.2	-19	0	0	-8	15	-14	-9	15	6
CCN(Cc1ccncc1)C(=O)c1cccc(S(=O)(=O)N2CCCCC2)c1	-3	-1.2	-23	9	nt	2	-1	-8	11	7	-5
COC(=O)CN1CC(=O)N(c2ccccc2)C1=S	3	-0.3	-15	-13	-3	-3	-2	-1	1	9	9
Cc1ccc(-n2c(Cc3cccn3C)nnc2SCC(=O)Nc2nnc(C)s2)cc1	-3	-1.8	-29	2	1	-8	9	-18	13	-3	1
CCN1C(=O)[C@H]2[C@@H](c3ccc(OC)cc3)N3C(=O)CN(CCOC)C(=O)[C@@]3(C)[C@H]2C1=O	-22	1.0	-27	-1	3	-18	-7	-16	13	9	1
COC(=O)CNC(=O)CCc1nnc(C2(c3ccc(Cl)cc3)CCC2)o1	-28	1.3	-35	-52	2	9	-85	13	-8	-150	-25
COc1ccc(Nc2cc(Cl)nc(N)n2)cc1	-2	-2.4	-16	-13	1	5	-65	-6	-12	-84	0
CCOC(=O)Nc1ccc2c(c1)N(C(=O)OC)c1ccccc1CC2	-7	-1.7	-28	22	0	4	23	-1	-6	14	0
CCOC(=O)c1c(NC(=O)CCN2CCOCC2)sc2c1CC(C)(C)OC2	-2	4.7	-26	-3	2	-17	14	-9	2	-3	-1
COc1ccc([C@@H]2CC=C(C(=O)O)[C@H](c3ccc(F)cc3)N2S(=O)(=O)c2ccccc2C)cc1	-3	-1.2	-32	-1	3	18	13	15	-4	23	2
CCCC(CCC)n1[nH]c(=O)c2c(C)cc(C)nc21	-7	-0.6	-38	-9	0	16	6	1	-10	9	-18
C=CCn1c(CNC(=O)c2ccco2)nnc1SCC(=O)c1ccc(OC)cc1	-34	0.9	-16	-8	3	-17	-1	-29	-1	7	2
CCn1c(=O)c(C(=O)NCCc2ccc(Cl)cc2)c(O)c2ccccc21	-12	0.3	-16	5	1	-4	18	-1	3	27	6
COc1ccc(C)cc1N(C(=O)c1ccccc1F)c1nc2ccccc2s1	23	-0.4	2	-1	0	9	23	-7	-17	14	-23
CCCCOC(=O)c1ccc(NC(=O)COC(=O)CN2C(=O)NC3(CCCC3)C2=O)cc1	-3	-0.3	-41	4	2	14	-77	-17	1	-115	-3
CC(C)(C)NC(=O)C[C@H]1C[C@H](C(=O)N2CCOCC2)[C@@]2(C)c3[nH]c4cc(-c5ccco5)ccc4c3CCN2C1=O	-6	-2.6	-4	-5	nt	10	-10	1	-2	4	6
Cc1ccc(CN2CCC[C@]3(N[C@H](c4ccccc4)[C@@H]4C(=O)N(C)C(=O)[C@@H]43)C2=O)cc1	-13	1.2	1	nt	nt	-13	1	11	13	4	-1
CC(=O)Nc1ccc(-n2cnnn2)cc1	-3	-1.8	10	-25	-2	1	8	-12	-8	10	2
COc1cc(C(=O)Nc2cc(-c3cn4cccnc4n3)ccc2C)cc(OC)c1OC	1	0.0	-16	-2	-1	-24	-1	0	6	-4	1
C[C@@H]1CN([C@H](C)CO)C(=O)CCCn2nncc2CO[C@@H]1CN(C)S(=O)(=O)c1ccc2c(c1)OCCCO2	19	-0.6	-23	nt	nt	18	2	-3	-12	-4	-1
